ABCG2 inh – ABCG2 efflux pump inhibitors, primary screen, multiplex with ABCB1, IgMXP3 cells, flow cytometry; 190,000 compounds, 0.1% hits; JC-1 efflux; Broad substrate specificity ATP-binding cassette transporter ABCG2 (Homo sapiens), Q9UNQ0; inhibition, % at 6.6 µM;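 active = inhibition above 80%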;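 also: 0% = DMSO and 100% = nicardipine control wells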
Target sequence (Q9UNQ0 whole entry, looked up): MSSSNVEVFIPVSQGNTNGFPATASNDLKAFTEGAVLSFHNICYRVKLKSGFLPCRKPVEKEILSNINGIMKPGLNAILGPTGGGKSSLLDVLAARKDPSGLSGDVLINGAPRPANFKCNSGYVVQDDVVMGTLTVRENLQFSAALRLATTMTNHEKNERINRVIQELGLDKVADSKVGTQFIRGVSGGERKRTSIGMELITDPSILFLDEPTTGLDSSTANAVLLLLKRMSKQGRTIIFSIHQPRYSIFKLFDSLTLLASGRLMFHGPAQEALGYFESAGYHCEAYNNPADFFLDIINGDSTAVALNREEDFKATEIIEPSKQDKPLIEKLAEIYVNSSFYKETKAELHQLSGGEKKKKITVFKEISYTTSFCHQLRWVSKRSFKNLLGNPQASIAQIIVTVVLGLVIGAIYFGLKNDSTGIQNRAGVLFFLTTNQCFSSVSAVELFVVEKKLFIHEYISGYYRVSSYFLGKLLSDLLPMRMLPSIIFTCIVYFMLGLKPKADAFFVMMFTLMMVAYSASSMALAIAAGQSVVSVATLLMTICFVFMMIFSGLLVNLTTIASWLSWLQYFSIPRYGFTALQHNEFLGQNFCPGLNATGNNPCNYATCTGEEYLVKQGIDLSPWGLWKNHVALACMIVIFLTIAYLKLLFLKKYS
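Read-out basis: Efflux inhibition in percent versus controls | Test system: ABCG2 IgMXP3 and barcoded ABCB1 CCRF-Adr cell mix | Quantity: 3 million cells/mL in well | Schedule: 10 min at 25 °C | Control set: Nicardipine as high control, DMSO as low control | Reagent: JC-1 as fluorescent efflux pump substrate | Signal: Flow cytometry of retained JC-1 fluorescence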
Avidin fluor – green autofluorescence of compounds with avidin beads – biophysical, 488/530 nm, flow cytometry, artefact control, profiling panel; AID 1775, 2009; fluorescence (KMESF) at 10 µM; 220,000 compounds, 0.38% hits; compound fluorescence 488/530 nm; hits give high values; in the data active = fluorescence above about 47; also: inactives centre near 10
HRas wt GTP – modulators of GTP binding to HRas wildtype, primary screen, biochemical, bead-based flow cytometry, multiplex; GTPase HRas (Homo sapiens), P01112; GST-Ras wt beads, Bodipy-FL-GTP binding; actives lie on both sides; GTP binding activity, % at 10 µM; 190,000 compounds, 0.14% hits;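 active = GTP binding activity at least 20% away from the 100% baseline, either lowered as inhibitor or raised as activator; inconclusive = flagged as likely green fluorescent, judged across all proteins in the well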;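 also: 0% = unlabeled GTP competition control and 100% = no-compound control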
Target sequence (P01112 whole entry, looked up): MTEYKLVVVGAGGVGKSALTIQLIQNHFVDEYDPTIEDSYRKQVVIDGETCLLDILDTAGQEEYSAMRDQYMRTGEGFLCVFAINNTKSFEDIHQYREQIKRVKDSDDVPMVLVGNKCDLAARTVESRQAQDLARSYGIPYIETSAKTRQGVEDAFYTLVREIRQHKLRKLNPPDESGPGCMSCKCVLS
Cdc42 wt GTP – modulators of GTP binding to wildtype Cdc42, primary screen, biochemical, multiplex bead flow cytometry, Bodipy-GTP; 190,000 compounds, 0.2% hits; percent activity (GTP binding), % at 10 µM; GST-Cdc42 beads; actives lie on both sides;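 active = percent activity GTP binding at least 20 points away from the 100% baseline, either down as inhibitor or up as activator; inconclusive = compound flagged as likely green fluorescent from well-wide comparison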;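 also: median bead fluorescence of bound Bodipy-FL-GTP at 100 nM; 0% = excess unlabeled GTP control and 100% = no compound control; below 100% means less GTP binding so inhibitor and above means activator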
Target sequence (P60953 whole entry, looked up): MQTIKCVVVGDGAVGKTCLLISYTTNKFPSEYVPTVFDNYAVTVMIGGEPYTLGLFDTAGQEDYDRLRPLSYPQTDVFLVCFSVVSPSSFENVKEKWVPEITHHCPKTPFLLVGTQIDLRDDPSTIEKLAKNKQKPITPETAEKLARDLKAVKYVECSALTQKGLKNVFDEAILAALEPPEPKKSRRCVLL
Rab7 wt GTP bind – modulators of GTP binding to Rab7, primary screen, biochemical, wildtype, multiplex bead flow cytometry. GST-Rab7 beads, fluorescent GTP binding; actives lie on both sides; untreated = 100%, excess cold GTP = 0%. GTP binding activity (percent of control), % at 10 µM. Rab7 GTPase wild type (dog), Bodipy-FL-GTP binding. 190,000 compounds, 0.055% hits;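 active = fluorescent GTP binding to Rab7 beads changed by at least 20 points from the 100% baseline, either direction, mostly lower; inconclusive = compound itself probably fluorescent, or too few beads counted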;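 also: median green fluorescence of bound Bodipy-FL-GTP per Rab7 bead population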
Pf gamet viab – late stage P. falciparum gametocyte viability inhibitors, primary screen, ATP luminescence, HTS; AID 743093, 2013; P. falciparum stage V gametocytes, 24 h; inhibition, % at 10.9 µM; 150,000 compounds, 0.065% hits;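 active = inhibition above the mean plus 3 SD of compounds within the control limits, set per campaign, cut at about 38% in these data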;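 also: 0% = DMSO wells and 100% = medium only without gametocytes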
Rac1 mut GTP – GTP binding modulators of activated mutant Rac1, primary screen, biochemical, bead-based flow cytometry, multiplex, fluorescent GTP; GST-Rac1 activated beads; actives lie on both sides; 100% means binding = to untreated wells; percent activity (GTP binding), % at 10 µM; 190,000 compounds, 0.11% hits;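 active = GTP binding at least 20 percentage points away from the 100% baseline, in either direction, so actives lie on both sides; inconclusive = Compound likely fluorescent itself, or too few beads counted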
Rab2A wt mod – modulators of GTP binding to Rab2A wildtype, primary screen, biochemical, dog, bead-based flow cytometry, multiplex. GST-Rab2 wt beads, Bodipy-GTP binding. 190,000 compounds, 0.19% hits. GTP binding activity, % at 10 µM;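 active = GTP binding activity at least 20 points away from 100%, either lowered or raised; inconclusive = signal likely due to the compound's own green fluorescence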;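 also: 0% = beads with excess unlabeled GTP and 100% = no-compound control corrected for plate trend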
Rac1 wt modul – wildtype Rac1 GTP binding modulators, primary screen, biochemical, GST-Rac1 beads, flow cytometry, multiplex; Ras-related C3 botulinum toxin substrate 1 (Homo sapiens), P63000; fluorescent GTP binding; actives lie on both sides; 0 = cold GTP competed, 100 = untreated; GTP binding activity (% of control), % at 10 µM; 190,000 compounds, 0.27% hits; AID 757, 2007;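 active = GTP binding activity at least 20 points away from the 100% control level, either lower or higher; inconclusive = compound flagged as likely green fluorescent, judged across all proteins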
GSH bead fluor – compound fluorescence on glutathione beads, profiling panel, artefact control, biophysical, 488/530 nm, flow cytometry | GSH beads flow cytometry, compound fluorescence 488/530 nm; hits give high values | fluorescence (KMESF) at 10 µM | 190,000 compounds, 0.25% hits; in the data active = fluorescence above about 89;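 also: glutathione beads carrying GST-tagged Bcl family fusion proteins plus one bare bead set; values are compound well signal with DMSO vehicle wells as background; inactives centre near 16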
ABCB1 block – ABCB1 efflux pump inhibitors, primary screen, cell-based, multiplex, flow cytometry, ABCG2 counter-screen | ATP-dependent translocase ABCB1 (Homo sapiens), P08183 | CCRF-Adr cells, JC-1 efflux | inhibition, % at 6.6 µM | 190,000 compounds, 0.067% hits | AID 1326, 2008; in the data active = inhibition above about 40%;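 also: 0% = vehicle and 100% = reference inhibitor; higher value means more JC-1 retained so stronger ABCB1 efflux block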
Numbers without * were called inactive; ? = inconclusive; . = not tested or not shown. Outcome played no part in choosing rows; about 1.1% have a hit in one of these screens.

SMILES	ABCG2 inh	Avidin fluor	HRas wt GTP	Cdc42 wt GTP	Rab7 wt GTP bind	Pf gamet viab	Rac1 mut GTP	Rab2A wt mod	Rac1 wt modul	GSH bead fluor	ABCB1 block
Cc1cccc(C)c1NC(=O)C1c2cccc[n+]2CC(=O)N1Cc1ccc2c(c1)OCO2 (stereo not given)	1	11	106	105	107	11	102	106	110	12	0.3
Cc1ccc(N=C2NC(=O)CS2)cc1	1	8	96	94	98	.	91	93	92	61	0.1
c1ccc(CCn2nnnc2C(c2cccs2)N2CCOCC2)cc1 (stereo not given)	-2	22	101	101	102	3	97	101	103	13	0.5
Cc1cc(OCCOc2cccc3cccnc23)cc(C)c1Cl	2	15	105	105	103	6	99	102	107	12	0.6
COc1ccc(Cl)cc1C(=O)N1CCN(c2ccccn2)CC1	4	14	101	100	100	.	98	102	100	14	1.6
COc1cccc(NC(=O)c2cn(C)c(=O)c3cc(OC)c(OC)cc23)c1	27	10	95	92	101	1	96	92	96	12	4.2
O=C(c1cc2cc(Br)ccc2oc1=O)N1CCCC1	4	7	96	95	93	.	97	95	97	25	0.2
Cc1cccn2c(CN3CCCN(C=O)CC3)c(C(=O)N(C)CCc3ccccc3)nc12	1	10	96	93	99	-2	90	94	91	12	0.3
CCCNC(=O)c1ccc2c(c1)CCN2S(C)(=O)=O	7	11	100	102	103	7	95	101	100	14	0.1
Cc1cc(C)n(-c2nc3c(c(=O)[nH]c(=O)n3C)n2C(C)C)n1	2	8	98	100	94	.	96	95	100	4	0.2
Cc1cc(C)cc(-n2cc(C(=O)O)c(=O)cc2C)c1	1	12	96	97	99	-1	95	97	102	10	0.3
COc1ccc2c3c(cccc13)OCC2=O	-8	7	99	100	99	1	100	101	103	21	-1.6
CCOC(=O)c1c(C=O)c2ccccc2n1CC	15	15	94	99	97	-3	98	96	102	10	0.9
Cc1ccc2c(c1)nnn2C1CCN(C(=O)C23CC4CC(CC(C4)C2)C3)CC1	3	8	101	100	99	-5	100	100	104	20	2.6
CCCC(=O)Nc1nc(C)c(-c2csc(Nc3ccccc3OC)n2)s1	-2	27	98	100	97	.	99	98	100	22	-0.6
Cc1nn(C(=O)c2c([N+](=O)[O-])cnn2C)c(C)c1Cl	2	5	100	101	98	4	99	98	100	16	0.5
N/C(=N\S(=O)(=O)c1cccs1)c1ccccc1	2	14	96	95	99	4	92	98	92	26	0.3
CN(CC(=O)Nc1ccc(Cl)cc1)c1ccc(S(=O)(=O)N2CCCCC2)cc1[N+](=O)[O-]	-1	14	97	99	95	-7	99	97	102	14	0.5
COCc1ccc([C@@H]2C[C@H]3CN(Cc4cccc(Cl)c4)C(=O)[C@]34CCCN24)o1	1	9	95	96	95	10	96	95	98	8	0.4
COc1cc(NC(=S)N2CCN(c3ccccn3)CC2)cc(OC)c1	11	10	97	100	100	24	98	97	101	10	0.1
CN1CCN(/C=N/c2c(C#N)cnn2-c2ccccc2)CC1	2	8	106	103	104	.	102	105	102	20	0.7
O=C1CSC(=S)N1N=C1CCCCCC1	-6	6	100	104	101	-14	100	101	104	9	-0.8
COC(=O)C1CC(Cl)CN1c1ncc(C(F)(F)F)cc1Cl (stereo not given)	3	25	95	95	98	.	96	95	99	11	1.4
CC12CCC(=O)N1C(C(=O)OCC(=O)Nc1sccc1C#N)CS2 (stereo not given)	0	4	99	98	97	.	99	98	100	55	-0.2
Cc1nn(Cc2ccccc2)c(C)c1NC(=O)CSc1nnc(-c2cc(Cl)ccc2O)n1C	2	10	90	90	92	6	88	87	86	35	0.5
COC(=O)c1cc(C)sc1NC(=O)C1CC(=O)NN1Cc1ccccc1 (stereo not given)	8	17	100	100	103	-26	100	101	104	15	1.4
CCOC(=O)CSc1nc(N)c(C#N)c(-c2ccc(OCC)cc2)c1C#N	4	16	96	96	94	.	96	94	97	17	0.6
COC(=O)CSc1snnc1-c1ccc(Cl)c(Cl)c1	4	7	98	99	100	.	99	97	101	45	0.5
CSc1cccc(NC(=O)c2c(Cl)cnn2C)c1	6	13	97	98	94	-8	93	96	94	26	1.0
Cc1cccc(NS(=O)(=O)c2cccc3nsnc23)c1	2	31	100	98	101	.	97	100	99	13	0.4
Cc1nc2ccccc2c(=O)n1/N=C/c1ccc(N(C)C)cc1	2	35	101	103	98	.	100	102	103	14	0.2
CCNc1c([N+](=O)[O-])c(=O)oc2ccccc12	5	22	95	96	95	-1	94	95	96	11	0.9
c1ccc2nc3c(nc2c1)[nH]c1ccccc13	1	6	98	97	96	2	95	95	98	16	0.3
O=C(O)c1ccc(-c2ccc(O)c(F)c2)cc1	1	6	100	102	100	.	97	99	102	15	0.1
Cc1c(C(=O)O)cccc1-n1c(C)cc(/C=C(/C#N)C(=O)NCc2ccccc2)c1C	-1	8	97	95	94	-14	94	96	98	15	0.2
Cc1ccc(CNC(=O)CCS(=O)(=O)c2cccc3nonc23)cc1	3	19	100	100	98	-1	98	99	102	39	0.8
CCOC(=O)CC(=O)Nc1ccc(C(=O)OCC)cc1	5	9	103	106	104	6	98	103	108	43	-0.9
CCN1C(=O)C(O)(CC(=O)c2c(C)coc2C)c2ccccc21 (stereo not given)	11	7	98	99	105	-14	97	98	102	23	0.2
CCC(=O)NC(=S)Nc1ccc(NC(=O)c2ccco2)cc1	4	11	99	100	99	14	94	99	98	21	0.5
CC1CCN(C(=O)c2ccc(NC(=O)C3CCCO3)cc2)CC1 (stereo not given)	2	18	102	101	102	20	98	103	102	31	1.2
CC(=NCc1cccc(Cl)c1)c1nc(-c2ccco2)oc1O	1	4	97	94	98	7	98	97	98	10	0.1
Cc1nc2ccc(NC(=O)N3CCSCC3)cc2s1	0	33	95	95	93	.	95	94	96	11	-0.1
COc1cc(-c2n[nH]c(=S)n2-c2cccc(C(F)(F)F)c2)cc(OC)c1OC	-2	13	101	100	97	-1	102	97	103	10	0.7
CS(=O)(=O)N(CC(=O)N1CCc2ccccc2C1)Cc1ccc(Cl)cc1	4	8	99	101	100	.	100	99	102	12	1.7
CCN1CCN(/C=N/c2nc3c(s2)CCCC3)CC1	2	26	102	105	101	.	98	104	102	9	0.6
CCCCc1nc(NCCN2CCOCC2)c(C#N)c2c1COC(C)(C)C2	1	25	98	99	97	.	98	98	101	25	0.7
CCN1C(=O)CSc2ccc(C(=O)NCc3ccccc3OC)cc21	5	12	98	96	99	.	97	98	96	16	0.3
Cc1ccc(C2CC2c2n[nH]c(=S)n2-c2cccc(Cl)c2)cc1 (stereo not given)	2	14	101	104	101	-10	101	99	101	17	0.5
c1ccc2c(c1)ncn2CCC1CCCCC1	13	8	99	98	98	-1	97	97	100	13	-0.3
CCn1nc(C)c(NC(=O)c2cc(Br)ccc2Cl)c1C	11	35	98	102	100	.	99	99	104	25	0.2
CCOC(=O)N1CCC(NC(=O)CS(=O)(=O)Cc2nc(-c3cccc(OC)c3)oc2C)CC1	3	14	106	107	100	-28	100	106	103	17	0.7
COc1ccc(CCN(C)C(=O)CN2C(=O)c3ccccc3S2(=O)=O)cc1OC	4	8	105	99	106	.	96	104	103	59	1.5
O=[N+]([O-])c1ccc(COc2cccc(CNc3ccc(Br)cc3)c2)cc1	14	12	99	102	101	.	97	98	102	11	0.3
CCN(CC)c1c2c(c(C#N)c3nc4ccccc4n13)CCC2	0	6	103	102	102	1	99	100	104	17	-0.1
COc1cc(NC(=S)Nc2ccccn2)c(OC)cc1Cl	11	11	97	98	95	12	97	96	96	11	-0.4
CCOC(=O)Cc1csc(NC(=O)c2ccc(C)cc2)n1	4	10	95	98	94	5	95	95	96	13	0.0
COc1ccc(C(=O)NC(C(=O)NCc2ccccc2OC)C(C)C)cc1 (stereo not given)	-1	6	99	96	95	3	97	97	98	19	1.1
CCN1CCN(c2cc(C)c3cc(NC(=S)N4CCCC4)ccc3n2)CC1	0	10	97	96	92	-15	97	97	99	14	0.9
CCOc1ncccc1C(=O)OCc1ccccc1	1	2	99	97	100	16	98	101	98	5	0.3
Cn1c(=O)c(S(=O)(=O)C(C)(C)C)c(O)c2ccccc21	37	7	98	99	96	.	98	99	100	10	-0.3
Later entries.
SMILES	ABCG2 inh	Avidin fluor	HRas wt GTP	Cdc42 wt GTP	Rab7 wt GTP bind	Pf gamet viab	Rac1 mut GTP	Rab2A wt mod	Rac1 wt modul	GSH bead fluor	ABCB1 block
Cc1cccc(OC(=O)c2ccncc2)c1C	11	10	96	98	95	.	97	94	98	20	1.6
CCOc1ccc(NC(=O)COc2nsnc2N2CCCCC2)cc1	7	15	?	?	?	-26	?	?	?	12	0.5
COc1ccc2c(c1OC)C(=O)N1c3cccc(Cl)c3C(=O)OC21 (stereo not given)	3	37	101	103	101	.	100	102	103	13	0.3
CCOC(=O)N1CCN(C(=O)c2ccc(CNS(=O)(=O)c3ccc(OC)cc3)cc2)CC1	9	8	101	102	100	3	100	100	102	14	2.9
O=C(CC1CCCCC1)NCCCN1CCOCC1	5	4	100	96	98	21	96	100	98	62	1.9
O=C(NCc1ccc(Cl)cc1)c1noc2c1CCCC2	1	8	101	98	98	.	97	97	100	11	0.3
CC1(C)CC(NC(=O)C(Cl)(Cl)Cl)CC(C)(C)N1	1	5	104	103	104	7	106	105	106	13	.
N/C(=N\O)c1ccccc1N1CCCCC1	0	8	98	96	101	.	98	95	101	17	0.2
N#Cc1nc(-c2cccc3ccccc23)oc1NCCN1CCOCC1	.	4	98	100	99	.	97	98	101	17	.
COCCN1C(=O)CS/C1=C(/C#N)C(=O)NCc1ccco1	1	10	97	96	96	-11	95	95	98	27	0.2
Cc1c(C(=O)Nc2ccc3c(c2)OCO3)sc2nc(-c3ccccc3)cn12	7	10	95	98	91	.	96	93	95	26	1.4

Compound activity as filed in PubChem.
